uPA surface inh: qHTS for Inhibitors of Cell Surface uPA Generation; cell surface uPA generation assay, qHTS; Potency, µM (top dose mostly 38.3 µM), without a hit: at the highest dose activity change, negative = inhibition, most hits filed as inhibitors; 330,000 tested, 0.31% active; active means well fitted inhibition curve with a large enough effect; inconclusive means small, poorly fitted or top-dose-only effect; inactive means no such curve, though single readings can be large or run the other way; tested in mouse RAW 264.7 cells; further: on the % scale 0 is the no-effect control and ±100 the full control effect; nearly all actives have a fitted effect of over 55% in size
MBNL1 CUG block: qHTS Assay for Inhibitors of MBNL1-poly(CUG) RNA binding; Muscleblind-like protein 1 (Homo sapiens), Q9NR56; TR-FRET MBNL1-His/biotin-(CUG)12 binding, 665/545 ratio; Potency, µM (titrated, usually from 57.5 µM), for the others: at the highest dose activity change, negative = inhibition, usual class: inhibitors; 280,000 tested, 0.036% active; active means well fitted inhibition curve with a large enough effect in the signal ratio, with a control signal flat, not every such curve was filed as active; inconclusive means small, poorly fitted or top-dose-only effect, or effect the other way, or a change in a side signal; inactive means no such curve, though single readings can be large or run the other way; the % refers to the signal ratio; further: on the % scale 0 is the no-effect control and ±100 the full control effect
Target sequence (Q9NR56 whole entry, looked up): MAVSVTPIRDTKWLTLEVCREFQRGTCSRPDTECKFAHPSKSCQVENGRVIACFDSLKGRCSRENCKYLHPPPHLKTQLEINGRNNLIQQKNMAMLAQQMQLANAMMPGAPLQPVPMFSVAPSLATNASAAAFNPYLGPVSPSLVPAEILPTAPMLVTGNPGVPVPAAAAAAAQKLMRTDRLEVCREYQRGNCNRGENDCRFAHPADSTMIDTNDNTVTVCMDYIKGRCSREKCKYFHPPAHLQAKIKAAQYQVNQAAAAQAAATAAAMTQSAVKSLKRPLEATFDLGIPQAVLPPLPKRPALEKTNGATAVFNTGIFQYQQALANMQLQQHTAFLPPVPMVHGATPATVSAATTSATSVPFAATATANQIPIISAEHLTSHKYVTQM
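TR-FRET readout: Ex 340 nm, 665/545 nm emission ratio, normalized to buffer-only (basal) and MBNL1-(CUG)12 controls. Complex of MBNL1-His with Biotin-(CUG)12, compounds 92 nM–58 uM, incubated 60 min at room temperature.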
VP16 counter: VP16 counterscreen qHTS for inhibitors of ROR gamma transcriptional activity. Drosophila S2 Gal4-VP16 UAS-luciferase, luminescence, 20 h. Potency, µM (series often up to 53.6 µM), without a hit: at the highest dose activity, negative = inhibition, usual class: inhibitors. 310,000 tested, 3.5% active;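 further: Gal4-VP16 expression switched on by copper sulfate through the metallothionein promoter; on the % scale 0 is the no-effect control and ±100 the full control effect; nearly all actives have a fitted effect of over 50% in size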
p53 reactivator: qHTS assay for re-activators of p53 using a Luc reporter | H1299 p53-A138V BP100-luciferase reporter, luminescence, 24 h | Potency, µM (series often up to 92.2 µM), inactives show top-dose activity change, positive = activation, most hits filed as activators | 320,000 tested, 0.063% active; further: % of control where 0% means no effect; nearly all actives have a fitted effect of over 45% in size
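p53-null H1299 cells stably carrying temperature-sensitive p53-A138V and a BP100-luciferase reporter were pinned with compounds (4-point, 1:5 series) and held 24 hrs at 37 deg C. Luminescence was read 10 min after detection reagent.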
RORgamma inh: qHTS for inhibitors of ROR gamma transcriptional activity; Nuclear receptor ROR-gamma (Mus musculus), P51450; Drosophila S2 Gal4-RORgamma UAS-luciferase reporter, 20 h; Potency, µM (top dose mostly 53.6 µM), without a hit: at the highest dose activity change, negative = inhibition, hits mostly inhibitors; 310,000 tested, 5.4% active; further: on the % scale 0 is the no-effect control and ±100 the full control effect; nearly all actives have a fitted effect of over 60% in size
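Drosophila Schneider cells stably carrying a metallothionein-driven Gal4 DBD–ROR gamma fusion and a UAS-Photinus luciferase reporter were exposed to compound for 1 hr, then induced with copper sulfate (700 uM final) for 20 hr at ambient temperature before luminescence reading.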
FLuc modulator: qHTS profiling assay for firefly luciferase inhibitor/activator using purifed enzyme and Km concentrations of substrates (counterscreen for miR-21 project); AID 588342, 2011; 360,000 tested, 6.9% active; Potency, µM (highest dose often 57.5 µM), without a hit: at the highest dose activity change, negative = inhibition, hits mostly inhibitors; Luciferin 4-monooxygenase (Photinus pyralis), P08659; purified FLuc, Km substrates, luminescence inhibition;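 further: plate controls were vehicle for no effect and reference inhibitor for full effect; nearly all actives have a fitted effect of over 55% in size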
Target sequence (P08659 whole entry, looked up): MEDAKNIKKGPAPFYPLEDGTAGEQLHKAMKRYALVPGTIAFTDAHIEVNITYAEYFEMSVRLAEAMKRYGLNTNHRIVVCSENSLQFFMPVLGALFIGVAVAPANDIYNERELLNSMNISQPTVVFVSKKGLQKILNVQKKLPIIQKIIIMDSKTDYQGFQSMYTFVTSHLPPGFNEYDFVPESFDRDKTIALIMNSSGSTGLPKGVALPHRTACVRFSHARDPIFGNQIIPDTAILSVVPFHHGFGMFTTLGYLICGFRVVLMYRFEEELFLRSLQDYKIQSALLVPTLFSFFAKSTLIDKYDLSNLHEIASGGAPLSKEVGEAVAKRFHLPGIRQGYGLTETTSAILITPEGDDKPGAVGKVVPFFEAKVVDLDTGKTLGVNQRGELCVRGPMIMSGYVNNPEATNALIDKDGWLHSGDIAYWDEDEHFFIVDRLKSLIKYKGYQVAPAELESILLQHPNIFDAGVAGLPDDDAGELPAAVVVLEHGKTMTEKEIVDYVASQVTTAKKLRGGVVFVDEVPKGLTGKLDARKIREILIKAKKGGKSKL
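Purified P. pyralis luciferase (10nM final) with 10uM D-luciferin and 10uM ATP (Km levels) in 50mM Tris acetate pH 7.5, 10mM Mg acetate, 0.01% Tween-20, 0.05% BSA; qHTS 6-point titration, ~60 µM downward; luminescence read.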
MLL CXXC-DNA inh: qHTS Fluorescence Polarization Assay for Inhibitors of MLL CXXC domain - DNA interaction | MLL-CXXC / FITC-HOXA9 DNA fluorescence polarization | Histone-lysine N-methyltransferase 2A (Homo sapiens), Q03164 | 290,000 tested, 0.037% active | Potency, µM (doses to about 115 µM), without a hit: at the highest dose activity change, negative = inhibition, actives largely listed as inhibitors; active means well fitted inhibition curve with a large enough effect in the polarisation, with a control signal flat, not every such curve was filed as active; inconclusive means small, poorly fitted or top-dose-only effect, or effect the other way, or a change in a side signal; inactive means no such curve, though single readings can be large or run the other way; the % refers to the polarisation
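Steps: dispense CXXC domain solution (7 uM) → pin compounds or unlabeled HOX-A9 DNA control → 5 min ambient → add FLSN-HOX-A9 solution (50 nM) → spin → 30 min ambient → fluorescence polarization. Tris pH 7.5/NaCl/DTT/BSA buffer.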
NPC1 promoter act: qHTS Assay for NPC1 Promoter Activators; 320,000 tested, 2.4% active; Huh7 NPC1 promoter luciferase reporter, 24 h; Potency, µM (top dose mostly 9.22 µM), for inactives: at the highest dose activation, most hits filed as activators;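 further: % of control where 0% means no effect; nearly all actives have a fitted effect of over 60% in size; reporter is driven by a mutant NPC1 promoter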
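Luminescence from an NPC1 promoter-driven luciferase reporter in stably transfected Huh7 cells was measured after 24 h compound treatment at 37 °C, followed by 10 min ambient incubation with luciferase detection reagent.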
ELG1 genotox: qHTS screen for small molecules that induce genotoxicity in human embryonic kidney (HEK293T) cells expressing luciferase-tagged ELG1; HEK293T ELG1-luciferase reporter, luminescence, 16 h; Potency, µM (series often up to 46 µM), for inactives: at the top dose activity change, positive = activation, actives largely listed as activators; 330,000 tested, 1.3% active; AID 504466, 2011; further: % of control where 0% means no effect; nearly all actives have a fitted effect of over 60% in size
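HEK293T cells expressing luciferase-tagged ELG1 were treated with compound or DMSO for 16 hr at 37°C. Luciferase activity was then read after 30 min with ONE-Glo at room temperature; rising signal flags genetic stress.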
BRCA1 expr act: qHTS Assay to Identify Small Molecule Activators of BRCA1 Expression. MCF7-BRCA1-FFLuc reporter, luminescence, 48 h; response scale: scaled: vehicle 0%, 10 µM genistein 100%. Potency, µM (highest dose often 46.1 µM), without a hit: at the top dose activation, hits mostly activators. 380,000 tested, 1.1% active; further: nearly all actives have a fitted effect of over 80% in size; some results filed as inactive show a strong effect at the top dose
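Activators of BRCA1 expression were detected as increased firefly luciferase luminescence in engineered MCF7 cells after 48 h compound incubation. Signals were scaled to genistein 10 microM as full activation.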
Rab9 promoter act: qHTS Assay for Rab9 Promoter Activators. Huh7 Rab9 promoter-luciferase reporter, luminescence, 24 h. Potency, µM (series often up to 9.22 µM), without a hit: top-dose activation, negative = inhibition, actives largely listed as activators. 320,000 tested, 2.8% active; further: % of control where 0% means no effect; nearly all actives have a fitted effect of over 60% in size
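Cell-based reporter: Huh7 stable for Rab9 promoter-driven luciferase, plated in reduced-serum medium with 10% FBS at 1500 cells/well, compound-treated 24 h at 37 °C, luminescence read after 10 min reagent.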
The depositor's hits bear a star; [ ] = another dose, or the depositor's remark. Unless noted, the call rests on the fitted dose curve; in most records, active means well fitted curve in the direction sought with a large enough effect; inconclusive means small, poorly fitted or top-dose-only effect, or another doubt; inactive means no such curve, though single readings can be large; an effect the other way counts as inactive or inconclusive. Potency means the concentration at half of the fitted maximal effect. A portion of the library. The share of hits here may be higher or lower than overall.

CC(=O)Nc1ccc(NC(=O)CSc2nc3[nH]ncc3c(=O)n2-c2ccccc2)cc1 was read as uPA surface inh 0%, MBNL1 CUG block 2%, VP16 counter -3%, p53 reactivator 4%, RORgamma inh -12%, FLuc modulator -1%, MLL CXXC-DNA inh 0%, NPC1 promoter act -3%, ELG1 genotox 1%[9.26 µM], BRCA1 expr act -28% and Rab9 promoter act 4%.
`CN(Cc1ccc(Cl)cc1Cl)C(=O)c1cc(=O)c2ccccc2o1` gave uPA surface inh -2%, MBNL1 CUG block -2%, VP16 counter 11%, p53 reactivator -3%, RORgamma inh 22%, FLuc modulator 0%, MLL CXXC-DNA inh 7%, NPC1 promoter act -3%, ELG1 genotox -28%, BRCA1 expr act 0% and Rab9 promoter act -3%.
Screening OCCC1CN(Cc2cccc(F)c2F)CCN1CCc1ccccc1 (stereo not drawn) returned uPA surface inh -3%, MBNL1 CUG block -4%, VP16 counter 1%, p53 reactivator 9%, RORgamma inh 16%[1.91 µM], FLuc modulator 3%, MLL CXXC-DNA inh -1%, NPC1 promoter act -1%, ELG1 genotox -3%, BRCA1 expr act -20% and Rab9 promoter act 4%.
For COCCCN1C(=O)C(=O)/C(=C(/O)c2ccc(S(=O)(=O)N3CCOCC3)cc2)C1c1ccc(OC)cc1 (stereo not drawn) the results were uPA surface inh 3%, MBNL1 CUG block 10%, VP16 counter -16%, p53 reactivator 7%, RORgamma inh -5%, FLuc modulator 1%, MLL CXXC-DNA inh 0%, NPC1 promoter act -1%, ELG1 genotox 0%, BRCA1 expr act 0% and Rab9 promoter act 4%.
Screening Cc1nn(-c2ccccc2)c(N)c1C(O)(CC(=O)C(F)(F)F)C(F)(F)F (stereo not drawn) returned uPA surface inh 1%, MBNL1 CUG block -12%, VP16 counter 2%, p53 reactivator 6%, RORgamma inh -10%, FLuc modulator 2%, MLL CXXC-DNA inh 0%, NPC1 promoter act -4%, ELG1 genotox 0%, BRCA1 expr act 22% and Rab9 promoter act -2%.
Cc1nn(-c2ccc(F)cc2)c(N)c1C1(O)C(=O)Nc2ccccc21 (stereo not drawn) was read as uPA surface inh 4%, MBNL1 CUG block 21%, VP16 counter -4%, p53 reactivator -3%, RORgamma inh 12%, FLuc modulator -3%, MLL CXXC-DNA inh -7%, NPC1 promoter act -2%, ELG1 genotox 1%, BRCA1 expr act 0% and Rab9 promoter act -1%.
For COc1ccc2c(c1)c(C(=O)CN1CCN(c3ccccc3)CC1)c(C)n2C the results were uPA surface inh 0%, VP16 counter 4%, p53 reactivator -4%, RORgamma inh -25%, FLuc modulator 4%, MLL CXXC-DNA inh -2%, NPC1 promoter act -5%, ELG1 genotox -1%, BRCA1 expr act -1% and Rab9 promoter act -11%.
NCCCC[C@@H]1NC(=O)c2cc([N+](=O)[O-])cc(I)c2SC[C@@H](C(N)=O)NC(=O)[C@H](CCC(N)=O)NC1=O was read as uPA surface inh 14%, MBNL1 CUG block inconclusive, VP16 counter 3%, p53 reactivator 2%, RORgamma inh -28%, FLuc modulator -4%, MLL CXXC-DNA inh 12%, NPC1 promoter act -5%, ELG1 genotox 3%, BRCA1 expr act 0% and Rab9 promoter act -2%.
Screening CCOC(=O)c1cc(C(=O)NC(C)c2ccccc2)c(C)[nH]c1=O (stereo not drawn) returned uPA surface inh 8%, MBNL1 CUG block -8%, VP16 counter -9%, p53 reactivator 2%, RORgamma inh 0%, FLuc modulator -4%, MLL CXXC-DNA inh -4%, NPC1 promoter act -1%, ELG1 genotox -3%, BRCA1 expr act 3% and Rab9 promoter act 0%.
`CCCOc1ccc(C2=CSC3=NCCN23)cc1[N+](=O)[O-]` gave uPA surface inh -6%, MBNL1 CUG block inconclusive, VP16 counter 2%, p53 reactivator 3%, RORgamma inh -6%, FLuc modulator 2%, MLL CXXC-DNA inh -2%, NPC1 promoter act -3%, ELG1 genotox 1%, BRCA1 expr act -43% and Rab9 promoter act -4%.
Screening C=CCC(NCc1ccco1)c1ccc(OC)cc1OC (stereo not drawn) returned MBNL1 CUG block 4%, VP16 counter 0%, p53 reactivator 2%, RORgamma inh 8%, FLuc modulator 1%, MLL CXXC-DNA inh 9%, NPC1 promoter act 0%, ELG1 genotox -1% and Rab9 promoter act -4%.
`O=C(COC(=O)CCSc1ccc(Cl)cc1)Nc1ccc(F)cc1` gave uPA surface inh 5%, MBNL1 CUG block -12%, VP16 counter 1%, p53 reactivator 7%, RORgamma inh -8%, FLuc modulator -11%, MLL CXXC-DNA inh 1%, NPC1 promoter act 4%, ELG1 genotox 2%, BRCA1 expr act -15% and Rab9 promoter act -8%.
For CC(NCCC1(Cc2ccccc2Cl)CCOC(C)(C)C1)c1cccs1 (stereo not drawn) the results were uPA surface inh -3%, MBNL1 CUG block -8%, VP16 counter -4%, p53 reactivator -4%, RORgamma inh 0%, FLuc modulator 0%, MLL CXXC-DNA inh -2%, NPC1 promoter act 7%, ELG1 genotox -1%, BRCA1 expr act -40% and Rab9 promoter act -3%.
Cc1ccc(C(=O)N2CCN(c3ccc(N4CCOCC4)nn3)CC2)cc1 was read as uPA surface inh 3%, p53 reactivator 1%, FLuc modulator -4%, NPC1 promoter act 7%, ELG1 genotox -1%, BRCA1 expr act -15% and Rab9 promoter act 0%.
Screening COCCNC(=O)c1ccc(CS(=O)(=O)c2ccccc2OC)o1 returned uPA surface inh 0%, MBNL1 CUG block 7%, VP16 counter -6%, p53 reactivator 4%, RORgamma inh 17%, FLuc modulator 0%, MLL CXXC-DNA inh 4%, NPC1 promoter act -5%, ELG1 genotox -2%, BRCA1 expr act 3% and Rab9 promoter act -1%.
Screening COC(=O)C(CCCCNC(=O)OCc1ccccc1)NC(=O)CN (stereo not drawn) returned uPA surface inh 1%, MBNL1 CUG block 3%, VP16 counter -2%, p53 reactivator -3%, RORgamma inh -4%, FLuc modulator -3%, MLL CXXC-DNA inh 1%, NPC1 promoter act 1%, ELG1 genotox 2%, BRCA1 expr act -4% and Rab9 promoter act -2%.
For COC(=O)c1ccc(N2C(=O)C3C4C=CC(CC4)C3C2=O)cc1 (stereo not drawn) the results were uPA surface inh 0%, MBNL1 CUG block 1%, VP16 counter -3%, p53 reactivator 9%, RORgamma inh -1%, FLuc modulator -14%, MLL CXXC-DNA inh -1%, NPC1 promoter act 6%, ELG1 genotox 5%, BRCA1 expr act -11% and Rab9 promoter act 0%.
`COc1ccc(C(=O)NC(=S)N2CCCCC2c2cccnc2)cc1OC` (stereo not drawn) gave uPA surface inh -4%, MBNL1 CUG block -12%, VP16 counter 18µM*, p53 reactivator -2%, RORgamma inh 0.89µM*, FLuc modulator 0%, MLL CXXC-DNA inh 10%, NPC1 promoter act -3%, ELG1 genotox -1%, BRCA1 expr act -9% and Rab9 promoter act -1%.
Screening COCC(=O)N1CCC(Oc2ccc(C(=O)N3C[C@@H]4CCC[C@H]3C4)cc2)CC1 returned uPA surface inh 7%, MBNL1 CUG block 4%, VP16 counter -4%, RORgamma inh 3%, FLuc modulator -1%, MLL CXXC-DNA inh -2%, NPC1 promoter act 0%, ELG1 genotox 3%, BRCA1 expr act 3% and Rab9 promoter act -3%.
For COc1ccc(CCN2CCCn3c2nc2c3c(=O)n(Cc3ccccc3F)c(=O)n2C)cc1OC the results were uPA surface inh -3%, MBNL1 CUG block -2%, VP16 counter -5%, p53 reactivator 0%, RORgamma inh 16%, FLuc modulator -2%, MLL CXXC-DNA inh 1%, NPC1 promoter act -1%, ELG1 genotox -39%[inhibitor], BRCA1 expr act -46% and Rab9 promoter act 3%.

Screens deposited in PubChem BioAssay by National Center for Advancing Translational Sciences (NCATS).
